OX1R antag-1 = antagonists of human orexin 1 receptor (OX1R) | Orexin/Hypocretin receptor type 1 (Homo sapiens), O43613 | AID 485270, 2010 | OX1R-expressing cells, FRET antagonist read-out | hit rate 1.8% among 330,000 | inhibition, % at 6.6 µM; in the data active = inhibition mostly above about 38%, no sharp cut-off; inactive = mostly below about 40%;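 note: 0% = agonist challenge alone and 100% = reference antagonist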
Target sequence (O43613 whole entry, looked up): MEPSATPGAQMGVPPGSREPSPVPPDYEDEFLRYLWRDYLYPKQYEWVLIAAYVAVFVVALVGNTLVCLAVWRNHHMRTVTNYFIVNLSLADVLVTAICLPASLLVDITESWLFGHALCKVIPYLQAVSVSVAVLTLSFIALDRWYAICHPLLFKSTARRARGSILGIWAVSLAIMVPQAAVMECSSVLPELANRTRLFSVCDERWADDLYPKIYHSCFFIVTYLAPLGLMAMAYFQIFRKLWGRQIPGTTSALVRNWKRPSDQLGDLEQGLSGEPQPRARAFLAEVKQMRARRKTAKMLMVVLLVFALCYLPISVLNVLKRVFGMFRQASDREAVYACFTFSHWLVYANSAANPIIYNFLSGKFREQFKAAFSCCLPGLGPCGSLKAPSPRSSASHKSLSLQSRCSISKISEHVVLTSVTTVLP
CHT allo act = CHT positive allosteric modulators, primary screen, cell-based, membrane potential dye, choline EC20 | High affinity choline transporter 1 (Homo sapiens), Q9GZV3 | AID 488977, 2010 | hit rate 0.49% among 310,000 | B-score at 10 µM | CHT-expressing cells; active compounds read high; LV-AA mutant CHT in HEK293 cells;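 active = initial fluorescence not abnormally high and integrated response B-score, plate-corrected, over 3 SD above library mean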
Target sequence (Q9GZV3 whole entry, looked up): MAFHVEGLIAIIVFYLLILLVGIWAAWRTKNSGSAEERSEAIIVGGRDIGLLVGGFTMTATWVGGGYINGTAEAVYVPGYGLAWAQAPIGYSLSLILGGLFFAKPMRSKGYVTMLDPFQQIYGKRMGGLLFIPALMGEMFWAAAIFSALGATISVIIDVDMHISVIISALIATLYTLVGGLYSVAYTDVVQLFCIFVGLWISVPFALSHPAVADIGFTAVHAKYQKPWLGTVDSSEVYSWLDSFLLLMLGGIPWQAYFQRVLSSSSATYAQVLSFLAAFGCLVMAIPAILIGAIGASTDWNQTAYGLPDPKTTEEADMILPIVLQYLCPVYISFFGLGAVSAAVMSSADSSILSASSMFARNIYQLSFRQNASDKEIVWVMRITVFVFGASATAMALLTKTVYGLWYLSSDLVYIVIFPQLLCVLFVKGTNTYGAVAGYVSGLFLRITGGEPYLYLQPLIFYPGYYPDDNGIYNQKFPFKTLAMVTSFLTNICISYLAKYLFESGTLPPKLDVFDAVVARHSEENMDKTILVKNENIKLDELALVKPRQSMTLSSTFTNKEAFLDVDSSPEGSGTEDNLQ
OX1R antag-2 = OX1R (HCRTR1) antagonists, primary screen, fluorescence, CHO/OX1R cells, Fluo-8 calcium, orexin A | inhibition, % at 5 µM | Fluo-8 calcium fluorescence | AID 434989, 2010 | hit rate 0.43% among 330,000 | Orexin/Hypocretin receptor type 1 (Homo sapiens), O43613;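 active = inhibition above its plate's threshold, mean inhibition of all tested compounds on the plate plus 3 SD, cut at about 37% in these data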;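 note: 0% = orexin A challenge wells and 100% = SB-334867-A antagonist wells; not every result past the cut was called active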
Numbers without * were called inactive; i = inactive; nt = no result given.

Every second line gives: OX1R antag-1 | CHT allo act | OX1R antag-2
> COc1cccc(CN(C)CC(=O)NNC(=O)c2ccc(Cl)cc2)c1
    8 | i | -25
> COc1ccc(Cl)cc1NC(=O)CCS(=O)(=O)c1cc2c(cc1C)NC(=O)CO2
    6 | i | -20
> CC(C)(C)c1ccc(C(=O)N2CCN(c3ncccn3)CC2)cc1
    3 | i | -16
> COc1cc(/C=C/C(=O)OCC(=O)Nc2ccc3c(c2)OCCO3)ccc1O
    23 | i | -5
> COC(=O)C1(C)NC(c2cccs2)C2C(=O)N(c3ccccc3F)C(=O)C21 (stereo unspecified)
    17 | i | -23
> CCOc1ncccc1C(=O)OCc1cccc([N+](=O)[O-])c1
    31 | i | -26
> CN1C(=O)c2ccc(NC(=O)c3cccc4ccccc34)cc2C1=O
    6 | i | -34
> Cc1cccc(NC(=O)C2CCCN(C(=O)Nc3ccc(F)cc3)C2)c1 (stereo unspecified)
    4 | i | -41
> CCC1CCCCN1Cc1ccc(OC)c(C)c1 (stereo unspecified)
    29 | i | -7
> CCN(C(=O)CN1C(=O)NC(c2ccccc2)(c2ccc(C)c(C)c2)C1=O)C1CCCCC1 (stereo unspecified)
    11 | nt | -38
> CCOC(=O)N1CCN(C(=O)C2CCN(c3nnc(-n4cccc4)s3)CC2)CC1
    3 | i | -4
> O=C(CSc1nnc(Nc2ccccc2)s1)Nc1cccc(S(=O)(=O)N2CCCCC2)c1
    9 | i | -18
> C#CCOCCOCCOCCNc1nc(N2CCOCC2)nc(N2CCN(C(=O)[C@H](Cc3cc4ccccc4[nH]3)n3cc([C@@H](N)CC(C)C)nn3)CC2)n1
    9 | i | 3
> CCn1c(Cc2ccc(OC)cc2)nnc1SCC(=O)N1CCN(c2ccccc2)CC1
    47* | i | -31
> CSc1ccc(N=Nc2c(C)[nH]n(C)c2=O)cc1
    32 | i | -21
> CN=C(c1ccccc1)c1c(C)cccc1C
    13 | i | 1
> O=C(O)c1ccc(N2CCCCC2)cc1
    4 | i | -19
> Cc1c(C(=O)NCC2COc3ccccc3O2)oc2ccc(S(=O)(=O)N3CC(C)CC(C)C3)cc12 (stereo unspecified)
    18 | i | -23
> COc1ccc(-c2cc(C(F)(F)F)n3nc(C(=O)N(C)Cc4ccccc4)cc3n2)cc1OC
    16 | i | -16
> COc1cccc(C(=O)C2CCCN(Cc3cccc(-n4nc(C)cc4C)c3)C2)c1 (stereo unspecified)
    16 | i | -13
> Cc1ccc(-c2noc(CSc3nnc(CCc4ccccc4)n3-c3ccccc3)n2)cc1
    11 | i | -31
> CCN1CCN(S(=O)(=O)c2ccc(OC)c(NC(=O)c3ccccc3)c2)CC1
    8 | i | -31
> N/C(=N\OC(=O)c1ccc2ccccc2c1)c1cccc([N+](=O)[O-])c1
    3 | i | -6
> O=C(NC1CCCCC1)c1cc(-c2ccc(Cl)cc2)on1
    31 | i | 4
> CC(C)[C@H](NC(=O)Nc1ccc(S(N)(=O)=O)cc1)C(=O)O
    -2 | i | 4
> O=C(Nn1c(=O)[nH]c2ccccc2c1=O)c1ccco1
    12 | i | -10
> Cc1ccsc1C(=O)C1CCCN(Cc2cc(F)ccc2-n2cccn2)C1 (stereo unspecified)
    35 | i | -17
> CC(/C=C/c1ccc2c(c1)OCO2)=N/NC(=O)C1COc2ccccc2O1 (stereo unspecified)
    11 | i | -17
> CN1CCCN(C(=O)CC(c2ccccc2)c2ccccc2)CC1
    2 | i | -14
> Cc1cc(SCCC(=O)O)nc2ccccc12
    16 | i | -5
> COc1ccc(CNC(=O)c2cccnc2Sc2ccc(Cl)cc2)cc1
    6 | i | -18
> O=C(Nc1ccc(CN2CCOCC2)cc1)c1cc2ccccn2n1
    10 | i | -4
> C/C(=N\NC(=O)c1ccc(-n2cnnn2)cc1)c1ccc(C)cc1
    10 | nt | -13
> COc1cc(/C=C(\C#N)C(=O)Nc2ccccc2F)ccc1OCCN1CCOCC1
    15 | i | -18
> COC(=O)CNC(=O)CN1c2cccc3cccc(c23)S1(=O)=O
    29 | i | 5
> O=C(C[n+]1cccc(Br)c1)c1ccccc1
    -4 | i | -9
> O=C(c1ccccc1[N+](=O)[O-])n1cnc2ccccc21
    15 | i | 4
> COCCN(Cc1nc(C2(c3ccc(C)cc3)CCCC2)no1)C(C)C
    18 | i | -18
> CC1(C)CC(=O)c2cc(C(=O)NNc3ccccc3)c(=O)n(-c3ccccc3)c2C1
    10 | i | -10
> Cc1ccc(Oc2cc(N3CCOCC3)nc(-c3ccccc3)n2)cc1
    19 | i | -19
> COc1cccc(NC(=O)Cc2ccc3ccccc3c2)c1
    -2 | i | -3
> CCOc1ccc(Cl)cc1S(=O)(=O)n1nnc2ccccc21
    29 | i | 0
> COC(=O)c1ccc(COc2ccccc2/C=N/NC(N)=O)o1
    36 | i | -8
> CC(C)(C)NC(=O)C(c1ccsc1)N(CCc1ccccc1)C(=O)Cn1nnc2ccccc21 (stereo unspecified)
    11 | i | -6
> Cc1ccc(C2=NOC(C)(c3nnc(-c4ccncc4)o3)C2)cc1 (stereo unspecified)
    -3 | i | -1
> c1ccc(-c2cn3nc(-c4ccccc4)cnc3n2)cc1
    22 | i | -3
> O=C(NC(=S)Nc1cccc(O)c1)C1CCCCC1
    7 | nt | -8
> Cc1cccc(OCC(=O)NCC(C)(C)N2CCOCC2)c1
    -1 | nt | -26
> Cc1ccc(C(=O)COC(=O)CCS(=O)(=O)c2ccccc2)cc1[N+](=O)[O-]
    5 | nt | 4
> Cc1ccccc1C1C(C#N)=C(N)N(N(C)C)C2=C1C(=O)CC(C)(C)C2 (stereo unspecified)
    0 | i | -27

Next section:
Every second line gives: OX1R antag-1 | CHT allo act | OX1R antag-2
> COc1ccc(C(=O)NC(CC(C)C)C(=O)O)cc1OC (stereo unspecified)
    -2 | i | -1
> COc1ccc(CN(C(=O)/C=C/c2ccco2)C2CCS(=O)(=O)C2)cc1OC (stereo unspecified)
    16 | i | -16
> O=C(COC(=O)c1cccs1)Nc1cccc(S(=O)(=O)N2CCCCC2)c1
    5 | nt | -3
> Cc1cccc(C(=O)N2CCCC(N3CCN(c4ccc(F)cc4)CC3)C2)n1 (stereo unspecified)
    2 | i | -9
> CCn1cc([N+](=O)[O-])c(C(=O)NCc2ccc3c(c2)OCO3)n1
    20 | i | -4
> COCCCNC(=O)c1ccc(-n2nc(C(F)(F)F)cc2-c2cccs2)cc1
    18 | i | -17
> C=CCn1c(N)c(C(=O)NCc2cccnc2)sc1=S
    7 | i | -2
> CNc1nc(Oc2ccccc2C(=O)OC)nc(SC)n1
    13 | i | -5
> COC(=O)CSc1nnc(-c2sc3ccccc3c2Cl)o1
    31 | i | -21
> O=C(Nc1ccccc1C(=O)NCCN1CCOCC1)c1ccc(Cl)cc1Cl
    9 | i | -24
> CC1CCN(C(=O)c2[nH]cnc2C(=O)N[C@@H](Cc2ccccc2)C(=O)OC(C)(C)C)CC1
    13 | i | -29
> COc1cccc(NC(=O)CSc2nc3ccccc3c(=O)n2C)c1
    29 | i | -18
> COc1ccc(NC(C)=O)cc1NC(C)C(=O)Nc1ccc(S(=O)(=O)N2CCCCC2)cc1 (stereo unspecified)
    3 | nt | -21
> Cc1cc(=O)c2c([nH]1)c(C)cc1[nH]c(C)c(C)c12
    9 | nt | -4
> Cn1c(=N)n(CC(O)c2ccccc2)c2ccccc21 (stereo unspecified)
    23 | i | -7
> COc1cccc(CN(C)C(=O)c2cc(S(=O)(=O)NC3CCCCC3)ccc2C)c1
    3 | nt | -27
> CC1CC(C)CN(C(=O)CN2C(=O)NC(c3ccccc3)(c3ccccc3)C2=O)C1 (stereo unspecified)
    5 | nt | -35
> COc1cc(O)c(C(CC(=O)N2CCCC2)c2cc(OC)c(OC)c(OC)c2)c(OC)c1 (stereo unspecified)
    5 | i | -28
> O=S(=O)(CCOc1ccccc1)c1nc2ccccc2[nH]1
    86* | i | 33
> CCOC(=O)c1ccc(NC(=O)c2ccc(CN3CCOCC3)cc2)cc1
    28 | i | -16
> CN1CCN(c2ncc3c(n2)CC(c2ccccc2F)CC3=O)CC1 (stereo unspecified)
    11 | i | -16
> Cc1cccc(OP(=O)(Nc2c(C)n(C)n(-c3ccccc3)c2=O)Oc2cccc(C)c2)c1
    61* | i | -9
> O=C(CCC(=O)N1CCOc2ccccc21)NCCCc1ccccc1
    17 | i | -7
> COc1ccccc1C(=O)N1CCN(c2ccccn2)CC1
    0 | i | -27
> CC(=O)N1c2ccc(S(=O)(=O)NCC3CCC(C(=O)Nc4cc(C)ccn4)CC3)cc2CC1C (stereo unspecified)
    13 | i | -14
> Cc1ccc(NC(=O)CN2C(=O)c3ccccc3C2=O)c(C)c1
    -7 | i | -2
> COCCCn1c(Cc2csc(Nc3ccc(F)cc3)n2)nnc1SCC(N)=O
    3 | i | -13
> CSc1ccccc1NC(=O)CSc1cccc[n+]1[O-]
    11 | nt | -10
> CC(C)Cc1nnc(NC(=O)CCNC(=O)c2ccccc2Cl)s1
    -2 | nt | 2
> CCNC(=O)CN1C(=O)NC(CCc2ccccc2)C1=O (stereo unspecified)
    10 | i | -10
> COc1ccc(CCNC(=S)NC(=O)c2c(-c3ccccc3Cl)noc2C)cc1OC
    11 | i | -23
> CCOc1ccc(/C=C\c2nc(O)c([N+](=O)[O-])c(=O)[nH]2)cc1OCC
    10 | i | -10
> Cn1c(SCC(=O)NC2CC2)nnc1-c1cccc(NC(=O)c2ccccc2F)c1
    3 | i | -35
> O=C(CSCc1c(F)cccc1Cl)NCc1ccco1
    -1 | i | -16
> CCc1ccccc1NC(=O)CSC1=C(C#N)C(c2ccc3c(c2)OCO3)C2=C(CCCC2=O)N1 (stereo unspecified)
    20 | i | -23
> Cc1cc(C)c2cc(C#N)c(N3CCCC3)nc2c1
    52 | i | -16
> Nc1[nH]n(-c2ccccc2)c(=O)c1N=Nc1ccccc1[N+](=O)[O-]
    15 | i | -11
> O=C(Nc1ccc(F)cc1)c1ccccc1Oc1ccc(C(F)(F)F)cc1[N+](=O)[O-]
    29 | i | -36
> Brc1cc(Br)c(Oc2cc(Br)c(Br)cc2Br)cc1Br
    5 | nt | -3
> COCCn1c(-c2ccc(OC)cc2)nc2ccccc21
    32 | i | -32
> CNC(=O)CSCc1c(Cl)cccc1Cl
    9 | i | -2
> COc1ccc(S(=O)(=O)Nc2c(C)c(C)cc3c2ncn3C)cc1
    11 | i | -5
> Cc1occc1C(=O)NCc1nc(-c2ccccc2)no1
    21 | i | -11
> CCC(C)NC(=O)CCc1c(C)nc2c(c(C)nn2-c2ccccc2)c1C (stereo unspecified)
    5 | i | -23
> COc1ccc(OC)c(N(CC(=O)NCc2ccccc2)S(=O)(=O)c2ccc(OC)c(OC)c2)c1
    39 | i | -14
> COc1ccc(NS(=O)(=O)c2cccc(C(=O)NNC(=O)CNC(=O)c3ccccc3)c2)cc1
    36 | i | -21
> Cc1ccc(SCC(=O)Nc2nccs2)cc1
    14 | i | -8
> COc1cccc(/C=N/NC(=O)CCn2cnc3ccccc32)c1
    15 | i | 5
> CCOc1cc(C2C(C#N)=C(N)OC(C)=C2C(C)=O)cc(Br)c1O (stereo unspecified)
    16 | i | 2
> CCOc1ccc(S(=O)(=O)N/N=C(\C)C2CCCCC2)cc1
    5 | i | -20
> O=C(Oc1cc(-c2ccccc2)no1)c1cccc(C(F)(F)F)c1
    15 | i | 1

Structural class: those above containing fluorine
Every second line gives: OX1R antag-1 | CHT allo act | OX1R antag-2
> COC(=O)C1(C)NC(c2cccs2)C2C(=O)N(c3ccccc3F)C(=O)C21 (stereo unspecified)
    17 | i | -23
> Cc1cccc(NC(=O)C2CCCN(C(=O)Nc3ccc(F)cc3)C2)c1 (stereo unspecified)
    4 | i | -41
> COc1ccc(-c2cc(C(F)(F)F)n3nc(C(=O)N(C)Cc4ccccc4)cc3n2)cc1OC
    16 | i | -16
> Cc1ccsc1C(=O)C1CCCN(Cc2cc(F)ccc2-n2cccn2)C1 (stereo unspecified)
    35 | i | -17
> COc1cc(/C=C(\C#N)C(=O)Nc2ccccc2F)ccc1OCCN1CCOCC1
    15 | i | -18
> Cc1cccc(C(=O)N2CCCC(N3CCN(c4ccc(F)cc4)CC3)C2)n1 (stereo unspecified)
    2 | i | -9
> COCCCNC(=O)c1ccc(-n2nc(C(F)(F)F)cc2-c2cccs2)cc1
    18 | i | -17
> CN1CCN(c2ncc3c(n2)CC(c2ccccc2F)CC3=O)CC1 (stereo unspecified)
    11 | i | -16
> COCCCn1c(Cc2csc(Nc3ccc(F)cc3)n2)nnc1SCC(N)=O
    3 | i | -13
> Cn1c(SCC(=O)NC2CC2)nnc1-c1cccc(NC(=O)c2ccccc2F)c1
    3 | i | -35
> O=C(CSCc1c(F)cccc1Cl)NCc1ccco1
    -1 | i | -16
> O=C(Nc1ccc(F)cc1)c1ccccc1Oc1ccc(C(F)(F)F)cc1[N+](=O)[O-]
    29 | i | -36
> O=C(Oc1cc(-c2ccccc2)no1)c1cccc(C(F)(F)F)c1
    15 | i | 1
